WT yeast gro inh: growth inhibition of WT yeast, mitochondrial fusion screen; actives 2.1% (n = 190,000); mitochondrial fusion phenotypic screen, WT strain; inhibition, % at 10 µM; in the data active = inhibition above about 58%; tested in S. cerevisiae
MT stabilize HCS: microtubule stabilizers in HeLa cells. HeLa tubulin immunostaining HCS, 24 h; share of cells brighter than vehicle mean+2SD. % tubulin-high responders, % at 10 µM. actives 0.83% (n = 200,000);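 active = plate Z-score above 3 for both tubulin-high and condensed-nucleus cell shares, with cell loss under 80%, at 10 µM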;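 note: anti alpha tubulin signal scored within the nucleus-defined area of each cell; some results filed as inactive read as strong as hits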
Lipid droplet: modulators of hepatic lipid droplet formation | AML12 mouse hepatocytes, oleate lipid droplets, BODIPY imaging | inhibition, % at 6.5 µM | actives 0.4% (n = 240,000);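 active = lipid droplet intensity inhibited by at least 50%, with more than 500 cells counted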
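Material: mouse AML12 hepatocyte cell line, fixed after treatment; Timing: compound with oleate, overnight; Technique: high-content imaging of BODIPY-stained droplets and DAPI nuclei; Probe or stimulus: oleate, 100 µM final; Dosing: compound at 6.5 µM only.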
Dynein cargo inh: dynein cargo transport inhibition. 3617.4 mouse cells, GR-EGFP nuclear translocation imaging; test concentration mostly 20 µM; stimulated with dexamethasone, 1 µM; stronger effect = lower value. z-score, hits read low. actives 0.47% (n = 220,000). AID 1381;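 active = plate z-score of nuclear minus cytoplasmic receptor signal below a set negative limit, without overly bright fluorescence or cell loss, cut at about -3.5 in these data, passing the limit was not always enough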;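 note: z-score of nuclear minus cytoplasmic ring GR-EGFP intensity difference per well; some compounds called inactive have numbers as strong as hits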
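Buffer or medium: tet-free, stripped-serum medium; Also added: dexamethasone, 1.0 µM final; Technique: high-content fluorescence imaging after fixation; Times: 48 h induction, 1 h compound, 30 min dex at 37 °C; Read-out: per-cell GR-EGFP intensity, nucleus versus surrounding cytoplasmic ring, well-averaged.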
Yfh1-off respiration: mitochondrial function rescue without frataxin homolog – Friedreich's ataxia, plus single-dose screen, dose response (AID 1465); S. cerevisiae Yfh1-off respiration, WST-1 reduction, 72 h; higher fold induction means a stronger effect; fold induction at 50 µM, or EC50 in µM where a hit was titrated; actives 0.074% (n = 220,000);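 active = fold induction of absorbance versus untreated yeast above a set limit, then at least 30% activation at any dose in follow-up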;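 note: activators that raise dye reduction in frataxin-depleted yeast; strong numbers were not always called active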
Insulin prom up: MIN6 insulin promoter up-regulation | MIN6 insulin promoter-GFP reporter, high-content imaging; stronger effect = higher value | z-score at 5 µM | AID 1625 | actives 0.3% (n = 190,000);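 active = z-score above 3 at 5 µM with at least 500 cells counted in the well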
NOD2 inhibition: NOD2 signaling inhibitors, cell-based, luminescence, uHTS, HEK293 (AID 1566) | HEK293 NOD2/NF-kB luciferase reporter, luminescence; higher % means a stronger effect | inhibition, % at 4 µM; hits with a dose series show EC50 in µM | actives 0.63% (n = 290,000); in the data active = inhibition above about 50%; note: many of its hits are not listed in these tables
Autophagy mod: alters autophagy in cells; MEF GFP-LC3 puncta imaging; test concentration mostly 10 µM; calls only at 10 µM (by protocol); actives 0.98% (n = 190,000);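 active = percentage of spot-positive cells more than 3 SD above its plate mean, without a fluorescence outlier flag or 80% toxicity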;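 note: spot-positive cell cutoff set from DMSO-treated cells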
bCat nuc transl: beta-catenin nuclear translocation modulation; HeLa beta-catenin nuclear translocation, immunofluorescence imaging; nuclear translocation activity, % at 5 µM; actives 0.3% (n = 190,000); AID 1665;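 active = nuclear translocation activity above 50% at 5 µM, with a well cell count of 50 or more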;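 note: per-cell ratio of nuclear to cytoplasmic median beta-catenin stain intensity; plate controls were DMSO negative control for no effect and GSK-3 inhibitor IX positive control for full effect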
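Assay system: human HeLa cells, native beta-catenin; doses: 5 µM primary, 0.02–20 µM confirmation; incubation: compound treatment 24 h, 37°C, 5% CO2; technique: fluorescence imaging of beta-catenin antibody stain plus DAPI; measure: % activation, nuclear-to-cytoplasmic median beta-catenin signal ratio per cell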
WT yeast gro inh mutant strain: recorded beside WT yeast gro inh, whose call it bears; inhibition, %; mitochondrial fusion phenotypic screen, mutant strain inhibition
Dynein cargo inh cytoplasmic EGFP: recorded beside Dynein cargo inh, whose call it bears; z-score; measured here: cytoplasmic GR-EGFP intensity; stronger effect = higher value
Dynein cargo inh nuclear GR-EGFP: further read-out of Dynein cargo inh, marked with its call; z-score; measured here: nuclear GR-EGFP intensity;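 lower value marks the stronger effect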
Dynein cargo inh cell count: second read-out of Dynein cargo inh, no call of its own (marks repeat the call); z-score; measured here: cell count per field
Insulin prom up cell count: recorded beside Insulin prom up, whose call it bears; cell count; measured here: cytotoxicity, nuclei count;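 total cells summed across four imaged fields per well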
Lipid droplet cells 6.5 µM: recorded beside Lipid droplet, whose call it bears; cell count; measured here: cell count, cytotoxicity flag;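 cells counted across two imaged fields per well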
bCat nuc transl cell count 5 µM: also measured in bCat nuc transl; calls as there; cell count; measured here: cell count, cytotoxicity flag
MT stabilize HCS Hoechst-high %: second read-out of MT stabilize HCS, no call of its own (marks repeat the call); % Hoechst-high responders; measured here: nuclear condensation Hoechst responders;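 share of cells brighter than vehicle mean plus two SD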
MT stabilize HCS cytotoxicity %: second read-out of MT stabilize HCS, no call of its own (marks repeat the call); toxicity, %; measured here: cytotoxicity by cell density;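 0% = mean cell density of plate MIN control wells and 100% = no cells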
Autophagy mod cell loss 18 h: further read-out of Autophagy mod, marked with its call; toxicity, %; measured here: cell loss, nuclei count;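 cell loss after 18 h compound exposure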
Numbers without * were called inactive; i = inactive; . = not tested or not shown.

SMILES | WT yeast gro inh | WT yeast gro inh mutant strain | MT stabilize HCS | MT stabilize HCS Hoechst-high % | MT stabilize HCS cytotoxicity % | Lipid droplet | Lipid droplet cells 6.5 µM | Dynein cargo inh | Dynein cargo inh cytoplasmic EGFP | Dynein cargo inh nuclear GR-EGFP | Dynein cargo inh cell count | Yfh1-off respiration | Insulin prom up | Insulin prom up cell count | NOD2 inhibition | Autophagy mod | Autophagy mod cell loss 18 h | bCat nuc transl | bCat nuc transl cell count 5 µM
O=C(CNc1c(Br)cc(Br)cc1Br)NN=C1CCCCC1 | 9 | 3 | 2.8 | 2.1 | 6.4 | -4 | 622 | 0.4 | -0.24 | 0.74 | -0.74 | i | 0.06 | 1393 | 16% | i | 4 | -2.6 | 1131
O=C(Cn1nc(C(F)(F)F)c2c1CCCC2)NCc1ccco1 | -11 | 0 | 2.9 | 2.5 | 9.1 | . | . | 1.8 | -0.059 | 0.88 | -3.5 | i | 0.39 | 1076 | 8% | i | 7 | -0.9 | 1208
CSC1=NCCN1C(=O)Cc1cccs1 | 7 | -12 | 2.0 | 2.8 | 3.9 | . | . | -0.58 | 0.15 | -0.22 | 0.39 | i | 0.31 | 835 | -6% | i | 2 | . | .
CC(=O)Oc1cccc(N2C(=O)C3CC=CCC3C2=O)c1 (stereo not drawn) | 0 | 0 | 1.0 | 1.4 | 2.9 | -5 | 778 | -0.32 | -0.16 | -0.073 | 0.38 | i | 0.45 | 911 | 3% | i | 1 | -2.4 | 1212
Cc1cccc(-c2nc3sc(C)cc3c(=O)o2)c1 | -5 | -11 | 1.0 | 0.9 | 7.7 | 23 | 713 | 0.18 | -0.3 | 0.34 | 0.048 | i | -1 | 1307 | 12% | i | 14 | -1.1 | 1051
O=C(NCc1cccs1)c1ccncc1 | 7 | 11 | 2.2 | 1.2 | 4.8 | 8 | 654 | -0.25 | -0.24 | 0.1 | 0.36 | i | 0.04 | 1182 | -15% | i | 0 | -0.1 | 1048
CCOC(=O)C1CCN(c2c(NCc3ccc(N(C)C)cc3)c(=O)c2=O)CC1 | . | . | . | . | . | 4 | 725 | 0.28 | -0.22 | 0.09 | -0.37 | i | 0.3 | 1133 | 10% | . | . | -1.2 | 1341
O=C(Cc1cccc2ccccc12)N/N=C/c1ccc(O)c([N+](=O)[O-])c1 | -15 | -12 | 3.7 | 2.4 | 9.2 | -15 | 710 | -1.1 | -0.15 | -0.27 | 1.4 | i | -0.15 | 1491 | -4% | i | -17 | -0.9 | 998
O=c1cc(-c2ccccc2)nc2nc(-c3ccccc3)[nH]n12 | -5 | 13 | 1.8 | 1.0 | 11 | -6 | 628 | -0.5 | -0.14 | -0.18 | 0.53 | i | -0.15 | 1799 | -17% | i | 43 | -0.9 | 1108
COc1ccc(C2C(C(=O)c3ccco3)=C(O)C(=O)N2CC2CCCO2)cc1 (stereo not drawn) | 0 | -1 | 2.3 | 1.4 | 4.6 | 11 | 646 | -0.41 | -0.27 | -0.098 | 0.7 | i | 0.76 | 1638 | -9% | i | 16 | 0.0 | 1530
COc1ccc(S(=O)(=O)N(Cc2nc3ccccc3c(=O)[nH]2)C2CCCC2)cc1 | 0 | 7 | 3.4 | 1.8 | 0.1 | 0 | 735 | -0.69 | -0.2 | -0.41 | 1.3 | i | -0.16 | 1267 | -8% | i | 8 | -5.6 | 1192
O=S(Cc1ccc(Br)cc1)Cc1nnc(SCc2c(F)cccc2Cl)n1-c1ccccc1 (stereo not drawn) | 77* | -6.3* | 4.0 | 2.7 | 2.2 | -11 | 687 | 1.6 | -0.15 | 2.2 | -1.8 | i | -1.6 | 793 | 31% | i | 1 | -2.6 | 527
NC(=O)N=Nc1c(O)[nH]c2c(Br)cc(Br)cc12 | -1 | -16 | 4.6 | 1.9 | 11 | -13 | 674 | -0.45 | -0.44 | -0.75 | 2.9 | i | -0.59 | 1269 | 11% | i | -12 | 1.5 | 1010
O=C(Cn1nnc(N2CCCCC2)n1)c1ccc(Cl)c(Cl)c1 | . | . | . | . | . | -2 | 686 | 0.43 | -0.28 | 0.12 | 0.59 | i | -0.6 | 1088 | 14% | . | . | 1.9 | 1265
CCOc1ccccc1N(CC(=O)Nc1ccccc1C(=O)OC)S(C)(=O)=O | . | . | 4.0 | 2.9 | 11 | . | . | -0.88 | -0.34 | -0.2 | 0.76 | i | -0.32 | 1511 | -18% | i | 25 | -4.1 | 1011
O=C1CC(C(=O)O)S/C(=N\NC(=O)c2ccc(F)cc2)N1 (stereo not drawn) | -10 | -11 | 1.1 | 1.6 | 6.5 | -4 | 643 | -0.18 | -0.18 | 0.32 | 0.089 | i | 0.29 | 1249 | 0% | i | -8 | -1.1 | 992
COc1ccccc1CC(NC(C)=O)C(=O)N1CCN(C(=O)Nc2ccccc2Cl)CC1 (stereo not drawn) | -4 | 10 | 2.6 | 2.2 | 4.9 | 2 | 828 | -0.068 | 0.09 | 0.15 | 0.11 | i | 2.5 | 1268 | 2% | i | -1 | -1.6 | 1131
COC(=O)C1C(=O)C=C(Nc2ccc(F)cc2)CC1c1ccc(OC)cc1 (stereo not drawn) | -2 | 10 | 2.5 | 1.8 | 4.5 | -7 | 521 | -0.82 | -0.23 | -0.36 | 0.89 | i | . | . | -12% | i | 8 | -0.3 | 1111
O=C(c1c[nH]c2ccccc12)N1CCOCC1 | -4 | 12 | 4.6 | 3.0 | 7.9 | 1 | 631 | -0.77 | -0.33 | 0.05 | 1.5 | i | 0.91 | 1227 | 9% | i | 15 | 0.6 | 1088
Cc1ccc(NC(=O)Nc2cccs2)c(Cl)c1 | 1 | 9 | 1.6 | 1.4 | 5.9 | -3 | 769 | -0.95 | -0.12 | -0.34 | 0.47 | i | 0.22 | 1240 | -39% | i | -15 | -0.2 | 1144
COc1ccc(S(=O)(=O)Nc2ccc(-n3cccc3)cc2)cc1 | 4 | 26 | 8.4 | 1.9 | 6.1 | 2 | 743 | -1 | -0.33 | -0.28 | 1.3 | i | -0.03 | 1198 | 14% | i | 3 | 0.7 | 1114
Cc1cc(=O)[nH]c(SCC(=O)Nc2ccc(F)c([N+](=O)[O-])c2)n1 | -1 | -1 | 2.4 | 2.9 | 2.0 | -1 | 644 | -0.22 | 0.63 | 0.33 | 0.63 | i | 0.36 | 1355 | 19% | i | -2 | -4.5 | 1075
COc1ccccc1N/N=C(\C#N)C(=N)N1CCOCC1 | -6 | 7 | 4.9 | 3.5 | 7.1 | 3 | 794 | -0.92 | -0.33 | -0.43 | 0.77 | i | 0.08 | 1178 | -14% | i | 4 | -0.5 | 1084
COC(=O)Cc1[nH]n(-c2ccccc2)c(=O)c1C=Nc1ccc(C)cc1 | . | . | . | . | . | -2 | 765 | -0.88 | 0.16 | -0.4 | 1.6 | i | 0.02 | 1078 | 9% | . | . | 1.2 | 1292
CCOC(=O)c1oc2ccccc2c1NC(=O)c1ccccc1OC | 31 | 20 | 4.4 | 1.6 | 4.7 | . | . | -0.67 | -0.37 | -0.5 | 0.32 | i | -0.02 | 1614 | 5% | i | 8 | 0.4 | 1447
Cc1ccc(NC(=O)CSc2n[nH]c(-c3ccco3)n2)cc1 | 0 | -16 | 4.0 | 2.7 | 3.5 | 0 | 723 | 0.79 | -0.12 | 0.34 | -1.1 | i | 0.48 | 1512 | 4% | i | -9 | -1.0 | 1531
Cc1ccc(CNC(=O)CCc2nc(-c3cccs3)no2)cc1 | 14 | 12 | 1.5 | 4.2 | 7.0 | . | . | -0.73 | -0.15 | -0.41 | 0.66 | i | 0.07 | 957 | -4% | i | 11 | . | .
CCCCN(C(=O)NC(=O)Nc1c(C)cc(C)cc1C)S(C)(=O)=O | 19 | 8 | 5.4 | 2.7 | 2.3 | -3 | 775 | -1.8 | -0.28 | -0.74 | 0.81 | i | 1.2 | 1028 | 1% | i | -4 | 3.7 | 1134
O=C(O)C1CCN(c2ncccn2)CC1 | 8 | 7 | 1.2 | 1.2 | 5.5 | . | . | -0.76 | -0.19 | -0.43 | 0.79 | i | -0.94 | 1634 | 13% | i | 2 | -0.4 | 1352
COc1ccc2c(c1)-c1nc(/N=C/c3ccc(O)cc3)sc1CC2 | 32 | 24 | 2.0 | 1.9 | 0.8 | -28 | 346 | 0.97 | -0.32 | 0.1 | -0.39 | i | . | . | -1% | i | 1 | 2.8 | 867
CC(C)Cn1c(SCC(=O)NCc2ccco2)nnc1-c1ccncc1 | 2 | -1 | 3.0 | 4.0 | 5.1 | 4 | 731 | 0.67 | -0.3 | 0.75 | -0.34 | i | 0.02 | 1356 | 10% | i | 14 | 1.1 | 1516
O=C(O)CN1C(=O)CSc2ccccc21 | 3 | -3 | 3.0 | 1.7 | 4.3 | . | . | -0.0082 | -0.2 | 0.78 | 0.57 | i | 1 | 1218 | 25% | i | 32 | 2.4 | 1125

Screens: PubChem BioAssay, several laboratories

These rows are one share of the data. The share of hits here may be higher or lower than overall.
